M5 ag – human M5 muscarinic receptor agonists, primary screen, CHO-K1 cells, Fluo-8 calcium fluorescence; CHO-K1 hM5 cells; 0% DMSO wells, 100% maximal acetylcholine response; AID 624037, 2012; Muscarinic acetylcholine receptor M5 (Homo sapiens), P08912; activation, % at 3 µM; 360,000 compounds, 0.19% hits;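 active = activation above the run's mean over test compounds plus 3 SD, cut at about 23% in these data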;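 note: signal is peak over basal fluorescence ratio across the kinetic read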
Target sequence (P08912 whole entry, looked up): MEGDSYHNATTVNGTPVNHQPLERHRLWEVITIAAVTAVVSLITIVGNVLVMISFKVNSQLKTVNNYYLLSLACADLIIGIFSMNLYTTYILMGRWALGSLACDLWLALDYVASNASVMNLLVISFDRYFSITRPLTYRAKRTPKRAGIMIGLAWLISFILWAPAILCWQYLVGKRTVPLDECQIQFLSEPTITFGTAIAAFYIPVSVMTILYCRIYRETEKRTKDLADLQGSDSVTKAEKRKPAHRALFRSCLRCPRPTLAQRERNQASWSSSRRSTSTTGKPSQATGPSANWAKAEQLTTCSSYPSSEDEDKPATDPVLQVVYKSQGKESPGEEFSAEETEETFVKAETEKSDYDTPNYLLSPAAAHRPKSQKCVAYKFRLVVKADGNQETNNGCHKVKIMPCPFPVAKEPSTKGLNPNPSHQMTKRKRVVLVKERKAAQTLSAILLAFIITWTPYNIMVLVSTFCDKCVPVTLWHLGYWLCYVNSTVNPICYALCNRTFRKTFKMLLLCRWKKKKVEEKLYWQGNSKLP
M5 antag – human M5 muscarinic receptor antagonists, primary screen, CHO cells, Fluo-8 calcium fluorescence | CHO-hM5 cells, ACh EC80 | inhibition, % at 3 µM | 360,000 compounds, 0.59% hits;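 active = inhibition above a per-plate cutoff, the mean of that plate's test compounds plus 3 SD, cut at about 27% in these data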;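 note: 0% = acetylcholine EC80 with DMSO and 100% = DMSO without agonist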
CHRM4 PAM – human M4 muscarinic receptor positive allosteric modulators, primary screen, CHO-K1 cells, Fluo-8 calcium fluorescence | CHO-K1 hM4/Gqi5, ACh EC20; 0% = ACh EC20, 100% = maximal ACh | AID 624126, 2012 | activation, % at 3 µM | Muscarinic acetylcholine receptor M4 (Homo sapiens), P08173 | 360,000 compounds, 0.4% hits;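 active = activation above its plate's cutoff, the mean activation of sample wells plus 3 SD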; note: some results filed as inactive read as strong as hits
Target sequence (P08173 whole entry, looked up): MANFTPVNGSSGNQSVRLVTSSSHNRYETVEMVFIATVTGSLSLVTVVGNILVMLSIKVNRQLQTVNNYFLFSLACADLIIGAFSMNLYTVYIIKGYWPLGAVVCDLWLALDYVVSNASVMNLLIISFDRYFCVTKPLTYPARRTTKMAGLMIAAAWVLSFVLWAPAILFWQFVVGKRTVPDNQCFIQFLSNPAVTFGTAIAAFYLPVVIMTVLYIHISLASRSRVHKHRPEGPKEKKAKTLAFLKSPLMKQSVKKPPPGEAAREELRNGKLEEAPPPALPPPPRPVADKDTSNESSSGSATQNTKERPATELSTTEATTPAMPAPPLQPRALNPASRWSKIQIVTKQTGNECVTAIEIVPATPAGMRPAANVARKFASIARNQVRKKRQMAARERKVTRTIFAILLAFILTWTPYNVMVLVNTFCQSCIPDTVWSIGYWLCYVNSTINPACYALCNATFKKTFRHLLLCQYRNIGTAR
CHO-K1 Ca antag – counter-screen for M1 antagonists: effect in parental CHO-K1 cells | ATP-induced calcium, Fluo-8 fluorescence | inhibition, % at 3 µM | 360,000 compounds, 0.6% hits;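 active = inhibition above a per-plate cutoff, the plate's mean sample inhibition plus 3 SD, cut at about 24% in these data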;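 note: 0% = DMSO plus EC80 ATP and 100% = DMSO alone without ATP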
M4 ag – human M4 muscarinic receptor agonists, primary screen, CHO-K1 cells, Fluo-8 calcium fluorescence; Muscarinic acetylcholine receptor M4 (Homo sapiens), P08173; CHO-K1 hM4/Gqi5; vehicle 0%, full acetylcholine response 100%; activation, % at 3 µM; 360,000 compounds, 0.14% hits; AID 624127, 2012;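 active = activation above the run mean over all test wells plus 3 SD, cut at about 32% in these data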;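 note: peak over basal fluorescence ratio per well then scaled between controls; 0% = DMSO wells and 100% = acetylcholine at EC100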
CHO-K1 Ca ag – counter-screen for M1 agonists: effect in parental CHO-K1 cells; 360,000 compounds, 0.48% hits; Fluo-8 calcium fluorescence; scaled to maximal ATP response, vehicle zero; activation, % at 3 µM; AID 602248, 2012; in the data active = activation above about 15%;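 note: untransfected CHO-K1 host cells lacking M1 receptor as counterscreen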
CHRM5 PAM – human M5 muscarinic receptor positive allosteric modulators, primary screen, CHO-K1 cells, Fluo-8 calcium fluorescence | AID 624038, 2012 | CHO-K1 hM5, ACh EC20 PAM; 0% = ACh EC20, 100% = ACh EC100 | activation, % at 3 µM | 360,000 compounds, 0.3% hits;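 active = activation above the run cutoff, the mean activation of all test compounds plus 3 SD, cut at about 18% in these data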
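Probe or stimulus: acetylcholine, EC20 level; Assay system: human M5 receptor in CHO-K1 cells; Schedule: compound preincubation 140 s before EC20 acetylcholine addition; Technique: intracellular calcium via Fluo-8 fluorescence; Dosing: single-point, 3 µM nominal; Read-out basis: percent activation from peak-over-basal fluorescence ratio, scaled EC20-to-EC100 acetylcholine; Repeats: one well per compound, no replicates.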
CHO-K1 Ca PAM – nonselective calcium activators in parental CHO-K1 cells, primary screen, counter-screen for M1 PAM project, cell-based, Fluo-8 calcium fluorescence, full deck, 1536-well. ATP EC20; 0% at ATP EC20, 100% at ATP max. activation, % at 3 µM. 360,000 compounds, 0.02% hits. AID 602247, 2012;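 active = activation above the run cutoff, the mean activation of all test compounds plus 3 SD, cut at about 40% in these data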;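 note: peak over basal fluorescence ratio in a 140 s read after ATP addition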
M4 antag – human M4 muscarinic receptor antagonists, primary screen, CHO cells, Fluo-8 calcium fluorescence | AID 624125, 2012 | Muscarinic acetylcholine receptor M4 (Homo sapiens), P08173 | CHO-hM4 cells, ACh EC80 | 360,000 compounds, 0.73% hits | inhibition, % at 3 µM;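 active = inhibition above its plate's cutoff, the mean inhibition of sample wells plus 3 SD, cut at about 27% in these data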;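 note: 0% = acetylcholine EC80 with DMSO and 100% = DMSO without agonist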
Active calls of the source: *. An unsorted share of the library, and some 2.7% of all compounds hit somewhere here.

SMILES	M5 ag	M5 antag	CHRM4 PAM	CHO-K1 Ca antag	M4 ag	CHO-K1 Ca ag	CHRM5 PAM	CHO-K1 Ca PAM	M4 antag
COc1ccc([C@H]2C[C@@H](n3cc(-c4ccc(F)cc4)nn3)[C@H](O)CN2Cc2cccs2)cc1	0	9	3	9	0	0.1	-4	13	-2
COC(=O)c1sccc1NC(=O)/C=C/C(=O)O	-1	7	3	4	0	-0.5	-6	-8	1
CCOc1ccc(NC(=O)CNC(=O)c2nn(-c3ccc(OC)c(OC)c3)c(=O)c3ccccc23)cc1	3	-3	-7	-8	8	4.1	-1	-3	-9
COc1ccc(CCC(=O)NCc2cnn(C)c2)cc1	0	10	0	-1	1	-0.1	-3	0	-5
O=C(NNC(=S)NC(=O)C12CC3CC(CC(C3)C1)C2)c1ccncc1	28*	12	-29	2	76*	46*	-16	-5	12
CCN(C(=O)c1ccc(S(C)(=O)=O)cc1)C12CC3CC(CC(C3)C1)C2	3	3	-4	-3	5	2.4	-4	15	-1
CC1(C(=O)O)CCCN1C(=O)c1cccc(C(F)(F)F)c1 (centres undefined)	0	-1	3	5	1	0.9	-1	9	-15
Cc1cc(C)cc(NC(=O)CSc2nc3c(c(=O)n2C)SC(C)C3)c1 (centres undefined)	1	1	1	-5	0	0.4	-3	-5	-9
Cc1noc(C)c1S(=O)(=O)N(C)C[C@@H]1OCc2cnnn2CCCC(=O)N([C@H](C)CO)C[C@@H]1C	1	3	-3	6	0	0.1	1	-14	-1
O=C(Nc1ccccc1)c1ccc(Br)c(S(=O)(=O)Nc2cccnc2)c1	2	-1	-3	-11	0	1.2	3	23	9
O=C(Oc1ccc2cccc(OC(=O)N3CCOCC3)c2c1)N1CCOCC1	1	2	1	6	1	0.1	19*	-1	-2
Cc1ccc(OCCn2cnc3c2c(=O)n(C)c(=O)n3C)cc1	-1	9	-3	-4	3	2.1	-1	1	-11
C=CCNCC(=O)NN=C(c1ccccc1)c1ccccc1	-10	15	-1	-8	0	0.7	-5	5	6
Cc1nnc(SCC(=O)NCc2ccc3c(c2)OCO3)s1	4	8	-3	-8	1	0.1	-7	-2	-1
COc1cccc(CC2(CO)CCCN(Cc3sc(N4CCCC4)nc3Cl)C2)c1 (centres undefined)	-7	-4	-7	-15	1	8.4	5	23	-2
O=C(NCCCN1CCOCC1)c1ccc(CSCc2cccc(Cl)c2)o1	-9	-14	-6	-6	2	1.0	15	6	0
Cc1ccc(NCc2ccccc2F)cc1	-1	-2	4	4	1	-0.1	-1	-8	3
CC(=O)c1cccc(NC(=O)NC2CCCCC2)c1	-2	5	5	-9	1	1.0	-6	17	-2
CCC(C)Sc1nc(O)c(Cc2ccccc2)c(=O)[nH]1 (centres undefined)	-9	4	3	-11	0	0.8	14	-2	7
CCOc1cccc(C(=O)Nc2cc(-c3nn4c(C)nnc4s3)ccc2C)c1	0	7	1	1	0	-0.2	-5	10	-6
S=C(NCC1CCCO1)N1CCN(c2nc(-c3ccccc3)cs2)CC1 (centres undefined)	5	2	-8	0	11	9.6	-13	-3	3
Cc1onc(-c2ccccc2)c1C(=O)Oc1ccccc1	-5	3	4	-6	-2	0.3	-9	4	-18
CCOC(=O)c1cc(C(=O)Nc2ccccc2F)nn1C	-5	-4	18	-14	0	1.1	8	29	-8
Cc1cc(-n2c(C)cc(C(=O)COC(=O)CN=C3NS(=O)(=O)c4ccccc43)c2C)no1	-1	4	-7	16	2	-0.1	1	-6	1
CC1CCc2cc(F)ccc2N1C(=O)CCl (centres undefined)	0	3	-4	-20	0	1.2	7	14	2
SMILES	M5 ag	M5 antag	CHRM4 PAM	CHO-K1 Ca antag	M4 ag	CHO-K1 Ca ag	CHRM5 PAM	CHO-K1 Ca PAM	M4 antag
Cc1cnc(C(=O)OCC(=O)Nc2ccc(Cl)cc2Cl)cn1	1	-5	5	5	0	-0.1	1	2	-10
Cc1n[nH]c(C)c1CCC(=O)N/N=C/c1cccc([N+](=O)[O-])c1	1	-3	5	1	1	0.1	6	17	5
C[C@@H]1CN([C@@H](C)CO)C(=O)CCCn2cc(nn2)CO[C@H]1CN(C)S(=O)(=O)c1ccccc1C#N	0	1	6	-14	1	-0.2	-3	17	-17
Cc1ccc(S(=O)(=O)N2CCC(C(=O)NCC3CCCCC3)CC2)cc1	-1	9	-5	-14	0	1.9	0	10	12
Cc1ccc(S(=O)(=O)N2CC3CCCN3c3ccc(C(F)(F)F)cc32)cc1 (centres undefined)	-1	-3	-8	-4	0	-0.3	1	17	17
Cc1ncc(CN2CCN(Cc3ccc(F)cc3)C(CCO)C2)s1 (centres undefined)	-2	-5	11	7	1	-0.4	5	11	3
COc1ccc(NC(=O)CCNS(=O)(=O)c2cccc3nsnc23)cc1	-3	5	-13	15	1	-0.1	-10	-8	7
CC(=O)Nc1cccc(NC(=O)CSc2nn3c(=O)c(C)nnc3s2)c1	1	-2	3	10	0	0.0	-2	-7	-7
COc1ccc(CC(N)c2csc(NC(=O)NCCc3ccccc3)n2)cc1 (centres undefined)	1	1	2	15	14	1.8	-1	-8	7
CCCCn1c(=O)c(C(C)=O)c(O)c2ccccc21	-1	6	-2	-7	1	0.1	1	-5	-3
CC1(C)OC2OC(COC(=O)c3ccc([N+](=O)[O-])cc3)C3OC(C)(C)OC3C2O1 (centres undefined)	-3	8	-9	-1	7	2.5	-9	15	-1
Cc1ccc2c(c1)N(CCCC(=O)NCc1ccc3c(c1)OCO3)C(=O)CO2	0	-1	-4	-8	1	0.3	-2	22	0
CCOC(=O)c1sc2ncn(/N=C/c3ccc(O)cc3)c(=O)c2c1C	0	14	-1	-11	1	0.6	-2	6	-1
O=C1N=C(N2CCN(c3ccccc3)CC2)S/C1=C/c1cccs1	-3	27*	-4	-8	3	2.4	-11	25	-3
Cc1cccc(N2CCN(C(=O)c3cc(C)oc3C)CC2C)c1 (centres undefined)	0	5	6	-4	4	1.9	-10	15	-8
Cc1nnc(SCC(=O)N(C)C2CCCCC2)s1	-2	12	-3	-8	0	2.1	-4	16	-8
CC1(C)Cc2cccc(OCC(=O)OCC(=O)Nc3ccc(C(N)=O)cc3)c2O1	6	7	2	14	4	0.9	2	-8	-14
Cc1ccc([C@@H]2[C@@H]3C(=O)N(C)C(=O)[C@@H]3[C@]3(Cc4ccccc4)C(=O)N(Cc4ccccn4)CC(=O)N23)o1	4	7	9	-3	0	-0.3	-2	0	0
CNc1nc(-c2ccccc2)cc(C)c1S(C)(=O)=O	-1	3	-3	-10	0	0.0	0	9	4
O=c1[nH]c(CN2CCCCC2)nc2ccccc12	-2	-8	14	1	1	1.2	5	20	5
O=C(O)c1csc(N/N=C/c2ccc(Br)cc2)n1	0	9	-4	-18	1	0.1	0	15	-6
CCOC(=O)C1CCCN(C(=O)CC(c2ccccc2)c2ccccc2)C1 (centres undefined)	-1	-2	-8	-18	1	0.8	0	21	5
Cc1cc(NC(=NC2CC2)c2ccccc2F)n(-c2ccccc2)n1	-2	4	2	-17	1	-0.3	5	3	4
O=S(=O)(c1cccs1)N1CN(Cc2ccccc2)c2nc3ccccc3nc21	5	-1	8	4	8	0.0	-2	4	8
NNC(=S)Nc1cccc(Cl)c1	-2	6	-4	5	-1	0.4	-3	-12	5
SMILES	M5 ag	M5 antag	CHRM4 PAM	CHO-K1 Ca antag	M4 ag	CHO-K1 Ca ag	CHRM5 PAM	CHO-K1 Ca PAM	M4 antag
CCOc1ccccc1NC(=O)c1cccnc1	-2	-7	4	-12	1	0.3	1	24	-2
CCCCn1c(N)c(N(CC(C)C)C(=O)CN(C)S(=O)(=O)c2ccc(C)cc2)c(=O)[nH]c1=O	-1	7	17	10	1	0.1	-9	-15	5
Cc1ccc(C)c(NC(=O)C2CCCC2)c1	3	10	-8	-4	0	0.2	-3	9	2
CC(C)OCC(O)CCc1n[nH]c(=S)n1-c1ccccc1 (centres undefined)	-4	-3	7	-7	1	0.5	2	25	-2
CCOCCCNC(=O)CN1C(=O)COc2ccc(S(=O)(=O)N3CCCC3)cc21	-4	0	8	-13	1	0.5	-1	8	2
COc1ccc(C(=O)Nc2ccccc2N2CCOCC2)cc1S(=O)(=O)N1CCCC1	-5	10	-3	-8	5	1.5	-9	-16	-4
CCC(C(=O)NC(C)(C)C)N(Cc1cccs1)C(=O)CNS(=O)(=O)c1ccccc1 (centres undefined)	-1	14	-8	2	0	0.2	-7	-18	0
Cc1sc(NC(=S)Nc2ccc(F)cc2)c(C(N)=O)c1C	2	4	-6	0	5	3.6	-8	17	2
O=C(COc1cccnc1[N+](=O)[O-])Nc1cc(S(=O)(=O)N2CCCCC2)ccc1Cl	5	3	10	-6	1	0.1	2	7	-1
CC1CN(S(=O)(=O)c2cc(C(=O)NCCC3=CCCCC3)ccc2Cl)CC(C)O1 (centres undefined)	2	8	-2	-2	3	0.8	-1	8	-16
O=C(NCc1ccccn1)C1CCCN(S(=O)(=O)c2ccc(Br)cc2)C1 (centres undefined)	-2	-2	2	24*	2	0.2	-7	-9	9
O=S1(=O)CCC(NC(=S)NCCNC(=S)NC2CCS(=O)(=O)C2)C1 (centres undefined)	3	2	-1	-8	0	0.0	0	21	0
O=C(NCCCn1ccnc1)c1cc([N+](=O)[O-])cc([N+](=O)[O-])c1	1	9	-3	-5	8	4.3	-9	22	-4
COc1cc(OC)nc(Nc2nc(C(N)COCc3ccccc3)cs2)n1 (centres undefined)	4	1	3	-7	15	15	1	22	0
Cc1c(Cl)cccc1NC(=O)CSc1nnnn1C	1	1	3	-9	1	0.5	-7	-17	6
Cc1cc(C)nc(NS(=O)(=O)c2ccc(NC(=O)c3ccc(S(=O)(=O)N(C)C)cc3)cc2)n1	7	-21	2	10	0	0.2	-8	-9	-5
O=C(Oc1ccc2ccccc2c1)c1ccco1	1	2	7	-21	0	1.5	1	24	3
COc1ccc(-c2nnc(SCC(=O)N3c4ccccc4Sc4ccccc43)o2)cc1	-3	2	-3	8	0	1.4	0	3	5
O=C(O)CCCNS(=O)(=O)c1ccccc1	-2	-12	1	14	0	-0.1	5	-1	3

Complete entries, quoted from the list. Screens in order: M5 ag, M5 antag, CHRM4 PAM, CHO-K1 Ca antag, M4 ag, CHO-K1 Ca ag, CHRM5 PAM, CHO-K1 Ca PAM, M4 antag
CCC(C(=O)NC(C)(C)C)N(Cc1cccs1)C(=O)CNS(=O)(=O)c1ccccc1 (centres undefined) in the list: -1, 14, -8, 2, 0, 0.2, -7, -18, 0
O=C(Oc1ccc2ccccc2c1)c1ccco1 in the list: 1, 2, 7, -21, 0, 1.5, 1, 24, 3
O=C(NCc1ccccn1)C1CCCN(S(=O)(=O)c2ccc(Br)cc2)C1 (centres undefined) in the list: -2, -2, 2, 24*, 2, 0.2, -7, -9, 9
O=C(COc1cccnc1[N+](=O)[O-])Nc1cc(S(=O)(=O)N2CCCCC2)ccc1Cl in the list: 5, 3, 10, -6, 1, 0.1, 2, 7, -1

Bioassay records (PubChem)
